Screens (PubChem)
Rab9 promoter act = Rab9 promoter activation. Huh7 Rab9 promoter-luciferase reporter, luminescence, 24 h. Potency, µM (highest dose often 9.22 µM), inactives show at the highest dose activation, negative = inhibition, most hits filed as activators. 320,000 compounds, 2.8% hits. AID 485297; note: potency is the fitted concentration of half-maximal effect; % of control where 0% means no effect; nearly all actives have a fitted effect of over 60% in size
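Promoter activation is measured as luciferase luminescence in Huh7 cells stably transfected with a Rab9 promoter–luciferase construct, following 24 h compound exposure at 37 °C and 10 min reagent incubation at ambient temperature.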
PKM2 act = PKM2 (human) enzyme activation; 260,000 compounds, 0.34% hits; P14618; Potency, µM (titrated, usually from 57.5 µM), inactives show top-dose activation, usual class: activators; purified PKM2, Kinase-Glo ATP luminescence, activation; response scale: 0% is enzyme alone, no compound; note: potency is the fitted concentration of half-maximal effect; % is set by controls: 0 for no effect and ±100 for the full control effect; nearly all actives have a fitted effect of over 55% in size
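hPK-M2, >95% pure; 0.1 mM ADP / 0.5 mM PEP final; imidazole pH7.2 buffer w/ 7 mM MgCl2, 50 mM KCl; 1 h RT; Kinase-Glo lum. Intermediate enzyme activity for dual inhibitor/activator qHTS.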
KCNH2 3.1 inh = KCNH2 3.1 (human) potassium channel inhibition | U2OS KCNH2 3.1, thallium flux FluxOr; hits give low values | activity change, % (tested at about 1.8 µM) | 340,000 compounds, 0.95% hits;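 active = maximum activity change below -70%; inconclusive = maximum activity change from -70% to -50%; inactive = maximum activity change above -50%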;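 note: thallium influx rate constant from kinetic fluorescence after stimulation buffer; % is set by controls: 0 for no effect and ±100 for the full control effect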
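Thallium flux via FluxOr fluorescence (Red40 quencher, 45 min loading) in U2OS cells virally expressing the KCNH2 3.1 isoform (1.77 x 10^8 /mL virus, overnight at 37 C). Rate constants from 2-min kinetic reads post-stimulation, normalised to positive and negative controls.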
FLuc modulator = counter-screen for miR-21 project: firefly luciferase inhibitors or activators. P08659. AID 588342. purified FLuc, Km substrates, luminescence inhibition. 360,000 compounds, 6.9% hits. Potency, µM (titrated, usually from 57.5 µM), without a hit: top-dose activity change, negative = inhibition, most hits filed as inhibitors;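 note: potency is the fitted concentration of half-maximal effect; plate controls were vehicle for no effect and reference inhibitor for full effect; nearly all actives have a fitted effect of over 55% in size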
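Biochemical qHTS of compounds, final roughly 60 µM downward over six points, against 10 nM purified firefly luciferase using Km concentrations of substrates (10 uM D-luciferin, 10 uM ATP) in Tris acetate pH 7.5 buffer; luminescence output.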
NPC1 prom act = activates the NPC1 promoter. Huh7 NPC1 promoter luciferase reporter, 24 h. Potency, µM (doses to about 9.22 µM), inactives show at the highest dose activation, most hits filed as activators. 320,000 compounds, 2.4% hits. AID 485313;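 note: potency is the fitted concentration of half-maximal effect; % of control where 0% means no effect; nearly all actives have a fitted effect of over 60% in size; reporter is driven by a mutant NPC1 promoter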
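Luminescence read-out of NPC1 promoter-driven luciferase in stably transfected Huh7 cells; compounds delivered in DMSO and left 24 h at 37C, 5% CO2, qHTS titration format.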
Gal4-VP16 FLuc = Gal4-VP16 reporter inhibition counter-screen; 310,000 compounds, 3.5% hits; Potency, µM (top dose mostly 53.6 µM), inactives show at the highest dose activity, negative = inhibition, actives largely listed as inhibitors; Drosophila S2 Gal4-VP16 UAS-luciferase, luminescence, 20 h;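 note: Gal4-VP16 expression switched on by copper sulfate through the metallothionein promoter; potency is the fitted concentration of half-maximal effect; % is set by controls: 0 for no effect and ±100 for the full control effect; nearly all actives have a fitted effect of over 50% in size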
MBNL1-CUG inh = MBNL1-poly(CUG) RNA binding inhibition; 280,000 compounds, 0.036% hits; Potency, µM (titrated, usually from 57.5 µM), without a hit: top-dose activity change, negative = inhibition, most hits filed as inhibitors; Q9NR56; TR-FRET MBNL1-His/biotin-(CUG)12 binding, 665/545 ratio; active = well fitted inhibition curve with a large enough effect in the signal ratio, with a control signal flat, not every such curve was filed as active; inconclusive = small, poorly fitted or top-dose-only effect, or effect the other way, or a change in a side signal; inactive = no such curve, though single readings can be large or run the other way; the % refers to the signal ratio; note: potency is the fitted concentration of half-maximal effect; % is set by controls: 0 for no effect and ±100 for the full control effect
Target sequence (Q9NR56 whole entry, looked up): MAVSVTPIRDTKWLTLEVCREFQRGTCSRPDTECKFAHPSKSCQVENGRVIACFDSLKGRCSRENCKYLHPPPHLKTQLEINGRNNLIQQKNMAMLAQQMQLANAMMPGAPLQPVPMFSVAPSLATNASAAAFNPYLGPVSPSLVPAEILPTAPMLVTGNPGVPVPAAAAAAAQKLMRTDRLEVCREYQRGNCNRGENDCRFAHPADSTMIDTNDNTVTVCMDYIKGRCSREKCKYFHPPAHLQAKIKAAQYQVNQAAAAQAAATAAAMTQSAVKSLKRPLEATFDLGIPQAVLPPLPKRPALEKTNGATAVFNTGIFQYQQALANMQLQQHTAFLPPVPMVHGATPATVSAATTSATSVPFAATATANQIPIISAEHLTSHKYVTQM
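Compound titration spanned 92 nM–58 uM against the MBNL1-His/biotin-(CUG)12 complex. After 60 min at room temperature with 5 nM streptavidin-XL665 and 0.055 ng/ul terbium anti-His, ratiometric 665/545 nm emission (Ex 340 nm) normalized to controls.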
ELG1 DNA repair = blocks ELG1-dependent DNA repair in HEK293T cells. HEK293T ELG1-luciferase reporter, luminescence, 16 h; DNA damage induced by 5-fluorouridine. Potency, µM (top dose mostly 46.1 µM), for the others: top-dose activity change, negative = inhibition, actives largely listed as inhibitors. 330,000 compounds, 2.3% hits; note: potency is the fitted concentration of half-maximal effect; % is set by controls: 0 for no effect and ±100 for the full control effect; nearly all actives have a fitted effect of over 55% in size
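Step one: seed 2,000 cells per well. Step two: pin-transfer compound or DMSO alongside 5-fluorouridine. Step three: incubate 16 hr, 37 °C, 5% CO2. Step four: add ONE-Glo, wait 30 min, read luminescence.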
Mito fusion act = mitochondrial division inhibition or fusion activation; Potency, µM (top dose mostly 46.1 µM), for inactives: top-dose growth rescue (activation), most hits filed as activators; 320,000 compounds, 0.23% hits; S. cerevisiae fusion-defective mutant growth rescue, CellTiterGlo 48 h;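 note: potency is the fitted concentration of half-maximal effect; % of control where 0% means no effect; nearly all actives have a fitted effect of over 45% in size; temperature-sensitive fusion mutants such as fzo1-1 at 37 °C on non-fermentable ethanol glycerol medium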
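Read-out: ATP-based luminescence (CellTiterGlo, 10 min ambient) reporting growth of fusion-defective ts yeast after 48 hours at 37C on glycerol/ethanol YPEG medium in the presence of compound.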
RORgamma inh = blocks mouse ROR gamma transcriptional activity; P51450; Drosophila S2 Gal4-RORgamma UAS-luciferase reporter, 20 h; Potency, µM (doses to about 53.6 µM), inactives show at the top dose activity change, negative = inhibition, hits mostly inhibitors; 310,000 compounds, 5.4% hits; note: potency is the fitted concentration of half-maximal effect; % is set by controls: 0 for no effect and ±100 for the full control effect; nearly all actives have a fitted effect of over 60% in size
Target sequence (P51450 whole entry, looked up, the tested form may be a part): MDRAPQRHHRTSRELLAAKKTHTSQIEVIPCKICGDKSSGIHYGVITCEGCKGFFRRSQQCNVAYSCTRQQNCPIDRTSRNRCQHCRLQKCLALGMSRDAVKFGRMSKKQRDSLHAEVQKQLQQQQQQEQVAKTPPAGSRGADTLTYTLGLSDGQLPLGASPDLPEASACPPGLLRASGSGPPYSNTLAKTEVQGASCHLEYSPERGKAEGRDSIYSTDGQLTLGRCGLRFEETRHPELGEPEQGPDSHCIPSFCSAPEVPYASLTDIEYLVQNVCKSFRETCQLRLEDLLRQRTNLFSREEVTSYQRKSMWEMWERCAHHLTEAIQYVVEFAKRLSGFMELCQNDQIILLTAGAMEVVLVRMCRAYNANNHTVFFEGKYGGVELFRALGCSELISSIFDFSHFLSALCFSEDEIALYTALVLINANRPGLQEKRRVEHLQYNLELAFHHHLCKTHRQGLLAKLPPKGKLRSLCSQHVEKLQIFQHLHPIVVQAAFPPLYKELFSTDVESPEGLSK
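Stable Schneider cell line, Gal4 DNA-binding domain fused to ROR gamma, UAS-luciferase. Cmpd 1 hr RT → CuSO4 700 uM final → 20 hr RT → luciferase reagent 10 min → luminescence.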
Menin MLL FP TR = displaces Texas Red mutant MLL peptide from human menin; O00255; Menin + Texas Red MLL mutant peptide, fluorescence polarization; Potency, µM (highest dose often 61.6 µM), inactives show at the highest dose FP activity change, negative = inhibition, hits mostly inhibitors; 270,000 compounds, 0.23% hits; active = well fitted inhibition curve with a large enough effect in the polarisation, with a control signal flat, not every such curve was filed as active; inconclusive = small, poorly fitted or top-dose-only effect, or effect the other way, or a change in a side signal; inactive = no such curve, though single readings can be large or run the other way; the % refers to the polarisation; note: potency is the fitted concentration of half-maximal effect; % of control where 0% means no effect; many of its hits are not listed in these tables
The depositor's hits bear a star; [ ] = remark or other dose. Unless noted, calls come from the whole dose curve; as a rule, active = well fitted curve in the direction sought with a large enough effect; inconclusive = small, poorly fitted or top-dose-only effect, or another doubt; inactive = no such curve, though single readings can be large; an effect the other way counts as inactive or inconclusive. Only part of the results is shown, so the mix of outcomes need not match the whole.

Results for CCNc1nc(SCC(=O)Nc2ccccc2)nc(N2CCOCC2)n1 ?
Rab9 promoter act: 3%; PKM2 act: 8%; KCNH2 3.1 inh: -10; FLuc modulator: 0%; NPC1 prom act: -7%; Gal4-VP16 FLuc: 11%; MBNL1-CUG inh: -3%; ELG1 DNA repair: -1%; Mito fusion act: -1%; RORgamma inh: 17%; Menin MLL FP TR: 24%

Results for O=C(COc1ccc(Oc2ccccc2)cc1)NCc1cn2ccccc2n1 ?
Rab9 promoter act: -14%; PKM2 act: -1%; KCNH2 3.1 inh: -8; FLuc modulator: -17%; NPC1 prom act: -26%; Gal4-VP16 FLuc: -9%; ELG1 DNA repair: inconclusive; Mito fusion act: 5%; RORgamma inh: 28%; Menin MLL FP TR: -6%

How did Cc1nn(CC2CC2)c(=O)n1-c1cccc(Cl)c1 do in these assays?
Rab9 promoter act: -8%; PKM2 act: -3%; KCNH2 3.1 inh: 3; FLuc modulator: 0%; NPC1 prom act: -6%; Gal4-VP16 FLuc: 8%; MBNL1-CUG inh: -8%; ELG1 DNA repair: 11%; Mito fusion act: -4%; RORgamma inh: 20%; Menin MLL FP TR: -2%

What do the screens show for `CCc1cccc(CC)c1NC(=O)C1SC(=Nc2ccccc2C)C(c2nc3ccccc3s2)=C1N` (stereo not given)?
Rab9 promoter act: -2%; PKM2 act: -6%; KCNH2 3.1 inh: 26; FLuc modulator: 8%; NPC1 prom act: -1%; Gal4-VP16 FLuc: 2%; MBNL1-CUG inh: 15%; ELG1 DNA repair: 0%; Mito fusion act: -3%; RORgamma inh: -22%; Menin MLL FP TR: inconclusive

Results for COc1ccc(NC(=O)CCNS(=O)(=O)c2ccc3c(c2)CC(C)N3C(=O)C2CC2)cc1 (stereo not given) ?
Rab9 promoter act: 10%; KCNH2 3.1 inh: 10; FLuc modulator: 2%; NPC1 prom act: -2%; Gal4-VP16 FLuc: 6%; MBNL1-CUG inh: 3%; ELG1 DNA repair: -6%; Mito fusion act: inconclusive; RORgamma inh: 13%; Menin MLL FP TR: -5%

How did CN(C)S(=O)(=O)N1CCN(c2ccc([N+](=O)[O-])cc2)CC1 do in these assays?
Rab9 promoter act: -3%; PKM2 act: -1%; KCNH2 3.1 inh: -7; FLuc modulator: -2%; NPC1 prom act: -1%; Gal4-VP16 FLuc: -4%; MBNL1-CUG inh: inconclusive; ELG1 DNA repair: -2%; Mito fusion act: 0%; RORgamma inh: 2%; Menin MLL FP TR: 4%

How did O=C(NCc1nc(-c2ccc(C(F)(F)F)cc2)no1)Nc1cc(Cl)cc(Cl)c1 do in these assays?
Rab9 promoter act: 4%; PKM2 act: 0%; KCNH2 3.1 inh: -8; FLuc modulator: 5%; NPC1 prom act: 0%; Gal4-VP16 FLuc: inconclusive; MBNL1-CUG inh: -5%; ELG1 DNA repair: inconclusive; Mito fusion act: 13%; RORgamma inh: 25%

How did CC(C)(C)NC(=O)CN(Cc1cccnc1)C(=O)c1csnn1 do in these assays?
Rab9 promoter act: -7%; PKM2 act: 1%; FLuc modulator: 1%; NPC1 prom act: -6%; Gal4-VP16 FLuc: 2%; MBNL1-CUG inh: -6%; ELG1 DNA repair: 8%; Mito fusion act: -3%; RORgamma inh: 3%; Menin MLL FP TR: 0%

What do the screens show for `OC(CNc1nc2ccccc2s1)c1ccccc1` (stereo not given)?
Rab9 promoter act: 20%; PKM2 act: -3%; KCNH2 3.1 inh: -20; FLuc modulator: inconclusive; NPC1 prom act: 2%; Gal4-VP16 FLuc: 5%; MBNL1-CUG inh: 2%; ELG1 DNA repair: inconclusive; Mito fusion act: 2%; RORgamma inh: inconclusive; Menin MLL FP TR: 8%

What do the screens show for `COc1ccc(-c2cc(C3CCN(Cc4cccc(C(F)(F)F)c4)CC3)[nH]n2)cc1`?
Rab9 promoter act: -5%; PKM2 act: 5%; FLuc modulator: 1%; NPC1 prom act: -10%; Gal4-VP16 FLuc: -27%; MBNL1-CUG inh: 1%; ELG1 DNA repair: inconclusive; Mito fusion act: 4%; RORgamma inh: -42%; Menin MLL FP TR: 0%

What do the screens show for `O=C(NCC1CCCO1)C(=O)N/N=C/c1c(F)cccc1Cl` (stereo not given)?
Rab9 promoter act: 1%; KCNH2 3.1 inh: 0; FLuc modulator: 0%; NPC1 prom act: -1%; Gal4-VP16 FLuc: -5%; MBNL1-CUG inh: 5%; ELG1 DNA repair: 7%; Mito fusion act: 1%; RORgamma inh: 2%

Results for Cc1cc(C)nc(N2CCCC(C(=O)NCCc3cccc(F)c3)C2)n1 (stereo not given) ?
Rab9 promoter act: -2%; PKM2 act: 7%; FLuc modulator: -1%; NPC1 prom act: -1%; Gal4-VP16 FLuc: 15%; MBNL1-CUG inh: 1%; ELG1 DNA repair: -6%; Mito fusion act: -2%; RORgamma inh: 15%; Menin MLL FP TR: 22%

How did CCCn1c(=N)c(C(=O)NCc2ccc3c(c2)OCO3)cc2c(=O)n3cccc(C)c3nc21 do in these assays?
Rab9 promoter act: 6%; PKM2 act: 20%; KCNH2 3.1 inh: 12; FLuc modulator: 1%; NPC1 prom act: -5%; Gal4-VP16 FLuc: -14%; MBNL1-CUG inh: inconclusive; ELG1 DNA repair: -12%; Mito fusion act: 1%; RORgamma inh: -25%; Menin MLL FP TR: 4%

What do the screens show for `CC(=O)c1ccc(-n2c(CCC(=O)O)ccc2-c2cccs2)cc1`?
Rab9 promoter act: 4%; PKM2 act: inconclusive; KCNH2 3.1 inh: -8; FLuc modulator: inconclusive; NPC1 prom act: 0%; Gal4-VP16 FLuc: inconclusive; MBNL1-CUG inh: 12%; ELG1 DNA repair: 15%; Mito fusion act: -1%; RORgamma inh: inconclusive; Menin MLL FP TR: inconclusive

How did COc1ccc(CC2(CO)CCN(Cc3cc4ccccc4o3)CC2)cc1 do in these assays?
Rab9 promoter act: -6%; PKM2 act: 0%; KCNH2 3.1 inh: -43; FLuc modulator: 0%; NPC1 prom act: -8%; Gal4-VP16 FLuc: -8%; MBNL1-CUG inh: -4%; ELG1 DNA repair: -17%; Mito fusion act: -1%; RORgamma inh: 13%; Menin MLL FP TR: inconclusive

Results for Cc1cc(=O)[nH]c(NN=C2C3CC4CC(C3)CC2C4)n1 ?
Rab9 promoter act: -10%; PKM2 act: 0%; KCNH2 3.1 inh: 5; FLuc modulator: -3%; NPC1 prom act: -5%; Gal4-VP16 FLuc: 2%; MBNL1-CUG inh: 18%; ELG1 DNA repair: 6%; Mito fusion act: -1%; RORgamma inh: -18%

How did O=[N+]([O-])c1cc(-c2nnc(Nc3ccc(O)cc3)c3ccccc23)ccc1N1CCOCC1 do in these assays?
Rab9 promoter act: -10%; PKM2 act: 17%; KCNH2 3.1 inh: -16; FLuc modulator: -3%; NPC1 prom act: 0%; Gal4-VP16 FLuc: inconclusive; MBNL1-CUG inh: inconclusive; ELG1 DNA repair: 18µM*; Mito fusion act: 0%; RORgamma inh: 36%; Menin MLL FP TR: -1%

Results for CCOC(=O)COc1ccccc1-c1ccno1 ?
Rab9 promoter act: -2%; PKM2 act: 0%; KCNH2 3.1 inh: 8; FLuc modulator: -1%; NPC1 prom act: 0%; Gal4-VP16 FLuc: 0%; MBNL1-CUG inh: -4%; ELG1 DNA repair: 0%; Mito fusion act: 2%; RORgamma inh: -1%

Results for Cn1cc(Cl)c(C(=O)Nc2cnn(Cc3ccc(F)cc3)c2)n1 ?
Rab9 promoter act: -3%; PKM2 act: 24%; KCNH2 3.1 inh: 10; FLuc modulator: inconclusive; NPC1 prom act: -4%; Gal4-VP16 FLuc: 1%; MBNL1-CUG inh: -3%; ELG1 DNA repair: -6%; Mito fusion act: 7%; RORgamma inh: 24%; Menin MLL FP TR: -9%

Results for COCC(=O)/C=C1\Sc2ccccc2N1C ?
Rab9 promoter act: 0%; PKM2 act: -4%; KCNH2 3.1 inh: -17; FLuc modulator: -8%; NPC1 prom act: 1%; Gal4-VP16 FLuc: -3%; MBNL1-CUG inh: 13%; ELG1 DNA repair: inconclusive; Mito fusion act: -1%; RORgamma inh: 0%; Menin MLL FP TR: 36%[activator]

Results for CCN(CC(=O)Nc1ccc(OC)cc1)C(=O)c1cc([N+](=O)[O-])ccc1N1CCOCC1 ?
Rab9 promoter act: -5%; KCNH2 3.1 inh: 0; FLuc modulator: 6%; NPC1 prom act: 2%; ELG1 DNA repair: -5%; Mito fusion act: 0%
